Tau FP inhib: blocks human tau fibril formation measured by polarization | 0.39% of 280,000 active | K18 P301L tau heparin fibrillization, Alexa594 FP, 6 h | AID 1468 | P10636 | Potency, µM (top dose mostly 57.7 µM), inactives show top-dose activity, negative = inhibition, usual class: inhibitors; further: on the % scale 0 is the no-effect control and ±100 the full control effect; nearly all actives have a fitted effect of over 55% in size
Target sequence (P10636 561-689 P618L limits assumed): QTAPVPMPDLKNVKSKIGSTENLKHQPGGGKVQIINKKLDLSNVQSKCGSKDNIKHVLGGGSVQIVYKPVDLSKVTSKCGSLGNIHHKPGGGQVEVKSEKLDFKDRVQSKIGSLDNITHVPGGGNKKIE
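Steps: dispense K18 P301L tau (15 uM plus 0.24 uM Alexa 594 tracer, final) in pH 7 sodium acetate; add compound; add heparin (20 uM final); incubate 6 hr, 37 C; add ThT (30 uM final); after 1 hr ambient, read FP.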
GAA spleen mod: inhibits or activates alpha-glucosidase in human spleen homogenate. 0.006% of 240,000 active. P10253. Potency, µM (titrated, usually from 79.9 µM), for the others: top-dose activity change, negative = inhibition, hits mostly inhibitors. human spleen homogenate, 4-MU-alpha-glucoside fluorescence. AID 2112;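 further: 0% = enzyme with vehicle and -100% = no enzyme basal signal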
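Human spleen homogenate (1 ug) incubated with compounds and 1 mM 4-methylumbelliferyl-alpha-D-glucopyranoside in pH 5.0 citrate/phosphate buffer, 37 C, 40 min. Stopped at pH 10; 4-MU fluorescence (Ex 365/Em 440 nm); AC50 by Hill fit.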
GLA spleen mod: alpha-galactosidase A (human) modulation; 0.008% of 240,000 active; P06280; human spleen homogenate, 4MU-alpha-Gal fluorescence, 40 min; Potency, µM (titrated, usually from 80 µM), for the others: top-dose activity change, negative = inhibition, usual class: inhibitors; AID 2107;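 further: 0% = enzyme with vehicle and -100% = no enzyme basal signal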
Target sequence (P06280 32-429 limits assumed): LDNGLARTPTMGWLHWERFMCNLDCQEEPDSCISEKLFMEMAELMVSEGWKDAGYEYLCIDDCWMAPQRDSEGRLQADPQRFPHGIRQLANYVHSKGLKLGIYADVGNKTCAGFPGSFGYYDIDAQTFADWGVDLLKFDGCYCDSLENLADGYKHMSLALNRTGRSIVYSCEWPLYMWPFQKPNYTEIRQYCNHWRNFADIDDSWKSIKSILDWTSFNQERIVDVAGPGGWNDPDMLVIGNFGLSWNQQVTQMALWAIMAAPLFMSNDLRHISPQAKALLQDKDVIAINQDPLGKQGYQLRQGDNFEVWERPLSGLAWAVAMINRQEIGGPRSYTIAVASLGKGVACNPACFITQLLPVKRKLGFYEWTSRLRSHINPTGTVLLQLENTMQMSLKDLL
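Spleen homogenate 1 ug + cpd (titration) + 4-MU-alpha-D-galactopyranoside 1 mM; 37C 40 min; 50 mM citrate/phosphate pH 5.0, 0.01% Tween-20; stop pH 10; fluorescence 365/440; AC50 via Hill.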
HTT ATP protect: protects HTT-Q103 PC12 cells, measured by ATP | Potency, µM (titrated, usually from 56.4 µM), for the others: cytoprotection (ATP increase), most hits filed as activators | 0.14% of 230,000 active | PC12 HTT-Q103 induced, cytoprotection, ATP luminescence, 40 h;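 further: % of control where 0% means no effect; nearly all actives have a fitted effect of over 45% in size; toxic huntingtin expression switched on by the ecdysone agonist tebufenozide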
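Compounds added alongside 100 nM tebufenozide, which induces toxic Q103 huntingtin exon 1-GFP in stable PC12 cells; surviving cells quantified by luminescent ATP measurement. Medium: phenol red-free DMEM, 5% equine and 5% calf serum.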
GAA glycogen mod: GAA glycogen-cleavage inhibition or activation. recombinant GAA, glycogen substrate, Amplex Red glucose oxidase fluorescence. P10253. Potency, µM (doses to about 76.4 µM), for the others: at the highest dose activity change, negative = inhibition, actives largely listed as inhibitors. AID 2100. 0.38% of 300,000 active;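 further: 0% = full enzyme reaction and -100% = no-enzyme basal signal; the screen sought inhibitors and activators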
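Recombinant human enzyme (4 nM); glycogen substrate; 37 C, 40 min, pH 5.0. Readout: coupled glucose oxidase/Amplex Red fluorescence.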
GAA inhib: blocks human lysosomal alpha-glucosidase. P10253. 0.005% of 200,000 active. Potency, µM (titrated, usually from 76.9 µM), without a hit: at the top dose activity change, negative = inhibition, usual class: inhibitors. purified human GAA, 4-MU-alpha-glucoside fluorescence;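 further: plate controls were uninhibited enzyme wells for no effect and no-enzyme background for full effect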
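Endpoint fluorogenic read: 20 min room-temperature reaction of 4 nM human alpha-glucosidase with 400 uM 4-methylumbelliferyl-alpha-D-pyranoside, pH 5.0, quenched with 1M NaOH/1M glycine pH 10. AC50 from Hill modeling.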
Tau ThT inhib: tau fibrillization inhibition (ThT binding) | P10636 | recombinant tau K18 P301L, heparin-induced fibrillization, ThT fluorescence | AID 1460 | Potency, µM (top dose mostly 57.4 µM), without a hit: at the top dose activity, negative = inhibition, usual class: inhibitors | 2.1% of 270,000 active; further: on the % scale 0 is the no-effect control and ±100 the full control effect; nearly all actives have a fitted effect of over 55% in size
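K18 P301L tau (15 uM + 0.24 uM Alexa 594-tagged), heparin 20 uM, NaOAc pH 7, 6 h 37 C; ThT 30 uM, 1 h RT, ex 450/em 510 nm.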
Tau fluor counter: counter-screen for tau fibril formation inhibitors. AID 1463. 0.93% of 280,000 active. Potency, µM (series often up to 57.7 µM), without a hit: at the highest dose activity change, negative = decrease. tau K18 P301L (four-repeat tau fragment) Alexa594 fluorescence, heparin fibrillization; further: on the % scale 0 is the no-effect control and ±100 the full control effect; nearly all actives have a fitted effect of over 55% in size
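Human K18 P301L tau (15 uM unlabeled plus 0.24 uM Alexa 594-labeled, final) in 100 mM sodium acetate pH 7 was mixed with compound and 20 uM heparin and incubated 6 hr at 37 C.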
* hit, by the source's call; u = inconclusive; x = no result given; & = joins results of further samples; [ ] = remark or other dose. The call rests on the fitted dose curve; in most records, active means well fitted curve in the direction sought with a large enough effect; inconclusive means small, poorly fitted or top-dose-only effect, or another doubt; inactive means no such curve, though single readings can be large; an effect the other way counts as inactive or inconclusive. Potency means the concentration at half of the fitted maximal effect.

Under each structure – Tau FP inhib | GAA spleen mod | GLA spleen mod | HTT ATP protect | GAA glycogen mod | GAA inhib | Tau ThT inhib | Tau fluor counter
> COCCN(Cc1nc(-c2ccc(C(F)(F)F)cc2)no1)C(C)C
→ -4%[2.34 µM] | 2% | 1% | 19%[10 µM] | 16% | 5% | 0% | 2%
> CCOC(=O)N/N=C\c1ccc(OC(=O)c2ccc3c(c2)OCO3)cc1
→ 0% | 8% | 11% | -21% | 1% | -9% | -7% | -6%
> CS(=O)(=O)N(CC(=O)NC1CCCCCC1)Cc1ccccc1
→ 8% | 0% | 1% | 2% | 1% | 2% | -21% | -9%
> Clc1ccc(-n2ncc3c(NCCCn4ccnc4)ncnc32)cc1
→ -15% | -8% | -7% | -5% | 1% | 6% | -13% | -20%
> C=CCN1C=CC(=CC=C(C#N)C#N)C=C1
→ 3% | -10% | -7% | -9%[10 µM] | -5% | x | u | -2%
> Cn1c(=O)c2cn3c(c2n(C)c1=O)C(c1ccccc1)CC(c1ccccc1)=N3 (stereo unspecified)
→ 5% | 2% | 5% | 0%[0.074 µM] | 3% | u | -2% | -1%
> Cc1nc(NS(=O)(=O)c2cccs2)c2c3c(sc2n1)CCC3
→ 3% | 3% | 2% | -10%[10 µM] | 7% | 9% | 3% | 6%
> CC(Sc1ccccc1)C(=O)Nc1ccccc1C(=O)N1CCOCC1 (stereo unspecified)
→ 1% | -5% | -8% | -12%[10 µM] | 2% | -4% | -7% | -8%
> CCNC(=O)NC(=O)COc1ccccc1C#N
→ -2% | -6% | 2% | -34% | 7% | -5% | -5% | 0%
> COc1ccc(Oc2nc(OC)cc(OC)n2)cc1
→ -9% | 1% | -16% | -27% | -23% | 5% | 2% | -5%
> Cc1cc(C(=O)OCC(=O)N2CC(C)CC(C)C2)c(C)o1 (stereo unspecified)
→ -6% | 2% | 9% | 18% | -15% | -4% | -13% | 1%
> Cc1ccc2nc(-c3ccc(Cl)c(NC(=O)COc4cccc(C)c4C)c3)oc2c1
→ 3% | x | x | x | 16%[76.3 µM] | x | -1% | -6%
> O=C1NC(Cc2ccccc2)C(=O)N1Cc1cc([N+](=O)[O-])cc2c1OCOC2 (stereo unspecified)
→ 2% | -7% | -21% | -8%[10 µM] | 5% | 0% | 4% | 3%
> COCCCNC(=O)c1ccc(-n2c(-c3ccccc3)cc3c2CCC(C)C3)cc1 (stereo unspecified)
→ 13µM* | x | x | x | -1%[76.3 µM] | x | 15% | -23%
> Cc1nc2nncn2c(Nc2ccccc2)c1C
→ -3% | x | x | x | -1%[76.3 µM] | x | 2% | -4%
> COc1c(O)cc2oc(-c3ccc(O)cc3)cc(=O)c2c1O
→ 3% | 7%&6% | 2%&3% | -46%[inhibitor][10 µM] | -7% | x | u | -10%
> Cc1cc(C)c2c(NC(=S)NC(=O)c3ccccc3)nn(C)c2n1
→ -1% | -6% | 3% | 11%[10 µM] | -15% | -6% | -5% | 0%
> O=C(c1ccc(N2CCOCC2)nc1)N1CCOCC1
→ 4% | 4% | 4% | 10%[10 µM] | -7% | -2% | -2% | 0%
> CCOc1ccccc1-c1nn2c(Cc3ccccc3)nnc2s1
→ -18% | -8% | -6% | -30% | -8% | -11% | u | 0%
> O=[N+]([O-])c1ccc(CSc2nc3ccccc3o2)cc1
→ -4% | -8% | -10% | -19% | -4% | -4% | u | u
> CC(=O)Nc1ccc(/C=N\NC(=O)CNS(=O)(=O)c2ccc([N+](=O)[O-])cc2)cc1
→ -3% | -9% | -13% | -30% | -1% | -3% | -12% | 2%
> O=C1CNC(=O)/C1=C\N1CCN(C(c2ccccc2)c2ccccc2)CC1
→ -6% | 0% | -1% | -3% | 6% | 6% | -21% | -7%
> CC1CC(C)CN(C(=O)c2ccc(CNc3c(N4CCCC4)c(=O)c3=O)cc2)C1 (stereo unspecified)
→ -2% | 3% | 7% | -9%[10 µM] | 0% | x | x | -9%
> COc1cc(/C=N/N(C)C)cc(Br)c1O
→ 6% | -4% | 4% | 5%[10 µM] | 4.5µM* | x | -19% | -9%
> Cc1ccc2nc(-c3ccc(NC(=O)COc4ccccc4)cc3)sc2c1
→ -5% | x | x | x | -10%[76.3 µM] | x | u | -17%
> C#CCOCCOCCOCCNc1nc(N2CCOCC2)nc(N2CCN(C(=O)[C@H](Cc3ccc(O)cc3)n3cc([C@@H](N)CC(C)C)nn3)CC2)n1
→ 9% | 8% | -8% | 15%[10 µM] | -9% | x | 2% | 1%
> COC1=CC(=O)C[C@@H](C)[C@]12Oc1c(Cl)c(OC)cc(OC)c1C2=O
→ 1% | -6%&-6% | -2%&-14% | u | 1%[76.3 µM] | x | 1% | -2%
> Cc1cc2c(C)cc(=O)oc2c2c1NCCC2
→ 2% | u | u | -14%[0.074 µM] | -8% | u | -10% | -4%
> C=CCn1c(C(C)NC(=O)c2ccccc2)n[nH]c1=S (stereo unspecified)
→ -5% | -3% | -4% | -16% | 12% | u | -1% | 2%
> C=CCOc1c(CNc2ccc(S(N)(=O)=O)cc2)cccc1OC
→ 6% | -3% | -1% | 10%[10 µM] | -3% | 2% | -4% | -1%

In the list so far, these have four or more nitrogen atoms.
Under each structure – Tau FP inhib | GAA spleen mod | GLA spleen mod | HTT ATP protect | GAA glycogen mod | GAA inhib | Tau ThT inhib | Tau fluor counter
> Clc1ccc(-n2ncc3c(NCCCn4ccnc4)ncnc32)cc1
→ -15% | -8% | -7% | -5% | 1% | 6% | -13% | -20%
> Cn1c(=O)c2cn3c(c2n(C)c1=O)C(c1ccccc1)CC(c1ccccc1)=N3 (stereo unspecified)
→ 5% | 2% | 5% | 0%[0.074 µM] | 3% | u | -2% | -1%
> Cc1nc2nncn2c(Nc2ccccc2)c1C
→ -3% | x | x | x | -1%[76.3 µM] | x | 2% | -4%
> Cc1cc(C)c2c(NC(=S)NC(=O)c3ccccc3)nn(C)c2n1
→ -1% | -6% | 3% | 11%[10 µM] | -15% | -6% | -5% | 0%
> CCOc1ccccc1-c1nn2c(Cc3ccccc3)nnc2s1
→ -18% | -8% | -6% | -30% | -8% | -11% | u | 0%
> CC(=O)Nc1ccc(/C=N\NC(=O)CNS(=O)(=O)c2ccc([N+](=O)[O-])cc2)cc1
→ -3% | -9% | -13% | -30% | -1% | -3% | -12% | 2%
> C#CCOCCOCCOCCNc1nc(N2CCOCC2)nc(N2CCN(C(=O)[C@H](Cc3ccc(O)cc3)n3cc([C@@H](N)CC(C)C)nn3)CC2)n1
→ 9% | 8% | -8% | 15%[10 µM] | -9% | x | 2% | 1%
> C=CCn1c(C(C)NC(=O)c2ccccc2)n[nH]c1=S (stereo unspecified)
→ -5% | -3% | -4% | -16% | 12% | u | -1% | 2%

Next part.
Under each structure – Tau FP inhib | GAA spleen mod | GLA spleen mod | HTT ATP protect | GAA glycogen mod | GAA inhib | Tau ThT inhib | Tau fluor counter
> CCCCC12CN3CC(C)(CN(C1)C3c1ccc(O)c(OC)c1)C2=O (stereo unspecified)
→ 7% | x | x | x | u | x | 0% | 1%
> Cc1ccc(NC(=O)/C(C#N)=C/c2ccsc2)c(C)c1
→ -8% | 4% | 0% | -7%[10 µM] | -7% | 3% | -13% | -1%
> O=C(NNS(=O)(=O)c1cc(Cl)cc(Cl)c1)c1sccc1-n1cccc1
→ 0% | 4% | -4% | -16% | u | -1% | -15% | -9%
> CNCCC(Oc1ccccc1OC)c1ccccc1 (stereo unspecified)
→ -2%&-3% | -11%&0% | -3%&1% | -26% | x | x | -7%&-10% | -9%&-6%
> COc1cc(OC)cc(C(=O)N[C@H](C(=O)OCC(=O)c2ccc3c(c2)NC(=O)CO3)C(C)C)c1
→ -3% | -10% | -3% | -3% | -11% | -3% | -10% | -15%
> COc1cccc(OCC(Cn2cnc3ccccc32)OC(C)=O)c1 (stereo unspecified)
→ 9% | 4% | -3% | x | 20% | 8% | -8% | -4%
> CC(=O)NS(=O)(=O)c1ccc(NC(=O)c2cccc(S(=O)(=O)N3CCc4ccccc43)c2)cc1
→ -6% | 2% | 0% | 2% | -1% | u | -2% | -7%
> CC(C)CCNC(=O)CCS(=O)(=O)c1cccc2nonc12
→ 1% | 13% | -1% | 17% | -9% | -14% | -10% | -9%
> Oc1ccc(-c2onc3ccc(Cl)cc23)cc1
→ u | -1% | 2% | 9% | 0% | -6% | u | u
> COc1ccc(C(=O)Nc2ccc(SC(F)F)cc2)cc1
→ 3% | 3% | -5% | -21%[10 µM] | -2% | 0% | -13% | -7%
> COC(=O)[C@H](Cc1c[nH]c2ccccc12)NC(=O)Nc1ccccc1OC
→ -17% | -6% | -1% | 8%[10 µM] | -6% | 5%[15.4 µM] | -6% | -24%
> NNc1ccc(Cc2ccc(Cl)cc2Cl)nn1
→ -6% | -6% | -8% | -5%[10 µM] | u | 1% | u | -6%
> COc1ccc(OC)c(NC(=O)CS(=O)(=O)Cc2nc(-c3ccccc3C)oc2C)c1
→ 12% | -13% | 19% | -10% | -8% | -13% | u | -22%
> CCCn1nnc(NC(=O)c2ccc(-c3ccccc3)cc2)n1
→ -6% | -9% | -10% | 3%[0.074 µM] | 6% | -4% | -16% | -2%
> O=C(Nc1ccccc1C(=O)N1CCOCC1)c1ccco1
→ -3% | 2% | 2% | -8% | -1% | 7% | -3% | 3%
> Cc1ccc(C(=O)Oc2cc(C)[nH]c(=O)c2[N+](=O)[O-])cc1
→ 2% | 5% | -5% | 10% | -8% | -9% | -9% | -3%
> COc1cccc(-c2cc(C(=O)N3CCCCC3C)no2)c1 (stereo unspecified)
→ -5% | -4% | -2% | -25% | 11% | -15% | 0% | -1%
> O=c1cc(-c2ccccc2)nc(SCc2nc(-c3ccc(C(F)(F)F)cc3)no2)[nH]1
→ -7% | x | x | x | 16%[76.3 µM] | x | -6% | -16%
> COc1ccc(N2CCN(Cc3nc4c(c(=O)[nH]c(=O)n4C)n3CC(C)=O)CC2)cc1
→ 3% | 1% | 2% | -2% | 8% | 1% | -10% | -11%
> O=C(Cn1nnc(-c2cccs2)n1)OC1CCCCC1
→ -9% | -7% | 2% | 34%[10 µM] | -2% | -2% | -23% | -19%
> CCOc1cc(CNCCSc2nnnn2C)ccc1OCc1ccc(Cl)cc1Cl
→ -1% | x | x | x | -13%[76.3 µM] | x | u | u
